Screens as filed in PubChem BioAssay.
CCR6 antagonist: CCR6 receptor antagonists, primary screen, cell-based, CHO-K1, luminescence, beta-arrestin, uHTS. 0.49% of 340,000 active. inhibition, % at 20 µM. CHO-K1 CCR6 PathHunter beta-arrestin, CCL20-stimulated;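 active = compounds whose inhibition of the agonist-driven luminescence signal at 20 µM reaches about 50%, limit read from the data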;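 also: cells stimulated with CCL20 at 14 nM final; plate controls were DMSO with CCL20 for no effect and DMSO without agonist for full effect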
Target sequence (P51684 whole entry, looked up): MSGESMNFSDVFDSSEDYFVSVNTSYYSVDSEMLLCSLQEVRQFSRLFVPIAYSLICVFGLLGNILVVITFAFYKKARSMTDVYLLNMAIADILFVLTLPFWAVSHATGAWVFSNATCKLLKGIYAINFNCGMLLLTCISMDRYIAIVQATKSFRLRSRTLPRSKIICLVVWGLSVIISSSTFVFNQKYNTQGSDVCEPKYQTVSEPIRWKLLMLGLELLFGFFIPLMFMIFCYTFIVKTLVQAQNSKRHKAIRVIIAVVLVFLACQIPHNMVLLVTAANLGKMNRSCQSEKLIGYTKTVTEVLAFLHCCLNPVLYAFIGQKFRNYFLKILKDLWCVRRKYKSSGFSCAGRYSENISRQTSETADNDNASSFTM
CXCR6 inh: CXCR6 receptor inhibitors, primary screen, cell-based, beta-arrestin, luminescence, CHO-K1 PathHunter, 1536-well; inhibition, % at 20 µM; C-X-C chemokine receptor type 6 (Homo sapiens), O00574; 0.36% of 360,000 active; in the data active = inhibition above about 34%, passing the limit was not always enough;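 also: antagonist mode with CXCL16 agonist at 10 nM final; 0% = 10 nM CXCL16 with DMSO and 100% = unstimulated wells without agonist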
Target sequence (O00574 whole entry, looked up): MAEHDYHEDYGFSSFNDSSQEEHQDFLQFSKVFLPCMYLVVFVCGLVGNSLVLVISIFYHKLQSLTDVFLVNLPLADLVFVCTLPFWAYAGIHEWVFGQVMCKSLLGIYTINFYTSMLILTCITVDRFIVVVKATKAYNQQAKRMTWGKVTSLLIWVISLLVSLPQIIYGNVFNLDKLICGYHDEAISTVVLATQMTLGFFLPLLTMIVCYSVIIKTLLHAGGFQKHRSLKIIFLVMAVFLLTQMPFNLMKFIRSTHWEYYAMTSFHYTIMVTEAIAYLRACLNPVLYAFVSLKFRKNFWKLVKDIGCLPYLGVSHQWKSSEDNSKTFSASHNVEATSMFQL
APJ antagonist: antagonists of human apelin receptor APJ, primary screen, CHO-K1 cells, beta-arrestin complementation, luminescence. inhibition, % at 20 µM. AID 2521, 2010. 0.32% of 330,000 active. P35414;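 active = inhibition above about 40% at 20 µM, limit read from the data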;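 also: cells challenged with 10 nM apelin-13 agonist together with compound; plate controls were apelin-13 plus DMSO wells for no effect and DMSO wells lacking apelin-13 for full effect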
EBI2 antag: EBI2 receptor antagonists, beta-arrestin recruitment, primary screen, cell-based, luminescence, 7a,25-OHC stimulation, uHTS; G-protein coupled receptor 183 (Homo sapiens), P32249; 7a,25-OHC stimulated; inhibition, % at 5 µM; 0.81% of 360,000 active; AID 651636, 2012; in the data active = inhibition above about 38%;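 also: enzyme fragment complementation signal reports receptor beta-arrestin coupling in cells; 0% = agonist plus DMSO wells and 100% = wells without agonist; some results beyond the cut were filed as inactive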
Target sequence (P32249 whole entry, looked up, the tested form may be a part): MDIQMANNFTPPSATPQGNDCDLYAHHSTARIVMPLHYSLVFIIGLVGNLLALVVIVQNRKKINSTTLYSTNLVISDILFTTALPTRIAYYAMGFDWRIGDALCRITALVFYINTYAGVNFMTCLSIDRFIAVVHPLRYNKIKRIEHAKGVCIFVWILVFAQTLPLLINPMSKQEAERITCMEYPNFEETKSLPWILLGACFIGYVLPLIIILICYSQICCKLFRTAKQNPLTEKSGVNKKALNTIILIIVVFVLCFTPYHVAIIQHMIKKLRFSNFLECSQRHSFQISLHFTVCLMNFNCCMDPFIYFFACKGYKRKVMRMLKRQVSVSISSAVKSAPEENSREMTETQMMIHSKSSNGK
UBC13 polyUb: UBC13 polyubiquitin chain formation inhibitors, primary screen, biochemical, TR-FRET, uHTS. 0.47% of 330,000 active. inhibition, % at 20 µM. Ubiquitin-conjugating enzyme E2 N (Homo sapiens), P61088; in the data active = inhibition above about 45%, passing the limit was not always enough
Gli-Sufu antag: Gli-Sufu pathway antagonists, primary screen, luciferase luminescence, Sufu-KO-LIGHT cells, uHTS. AID 588413, 2011. Sufu-KO-LIGHT fibroblasts, Gli luciferase reporter luminescence. inhibition, % at 5 µM. 0.74% of 340,000 active;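 active = inhibition above about 55%, limit read from the data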;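 also: 0% = DMSO-treated cells and 100% = wells with medium but no cells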
Jurkat NFkB inh: inhibitors of induced NF-kB luciferase reporter, primary screen, TCR NF-kB activation inhibitor project, cell-based, luminescence, uHTS; Jurkat, PMA/ionomycin-induced NF-kB luciferase reporter; inhibition, % at 4 µM; 0.53% of 330,000 active; in the data active = inhibition above about 50%
697 NFkB inh: inhibitors of PMA/ionomycin-induced NF-kB reporter, 697 cells, primary screen, B-cell NF-kB inhibitor project, cell-based, luminescence, uHTS | 697 B-cell NF-kB luciferase reporter, 16 h | AID 435022, 2010 | 0.33% of 330,000 active | inhibition, % at 4 µM; in the data active = inhibition above about 35%
* hit, by the source's call; . = not tested or not shown.

SMILES	CCR6 antagonist	CXCR6 inh	APJ antagonist	EBI2 antag	UBC13 polyUb	Gli-Sufu antag	Jurkat NFkB inh	697 NFkB inh
O=C(CCC(=O)Nc1ccc(F)cc1)N/N=C/c1cccc(Br)c1	9	-10	-3	0	13	18	41	5
O=C(Nc1nnc(SCc2ccc(F)cc2)s1)c1cnccn1	20	2	49*	-7	-7	-6	-5	-24
CCCn1cc(SCC(=O)NCc2ccco2)c2ccccc21	4	3	-4	0	6	3	-4	9
Cc1ccc(C)c(NC(=O)COC(=O)CCC(=O)c2cccs2)c1	-2	11	13	1	3	6	3	-5
O=C(NCC1CCCO1)Nc1ccccc1 (stereo unspecified)	2	-8	-3	7	4	-3	-1	1
COc1ccc(CCNC(=O)CSc2nnc3ccccn23)cc1	11	-2	-4	-6	1	-3	4	5
NS(=O)(=O)c1ccc(NC(=O)COC(=O)C2CCCCC2)cc1	9	1	17	4	-1	-10	10	17
O=c1[nH]cnc2cc(Cl)ccc12	-6	-3	7	4	-3	6	-17	-2
CCOc1ccc(S(=O)(=O)NCCC(=O)OCC(=O)Nc2cc(C)on2)cc1	0	2	6	-3	6	-1	2	11
c1ccc(NCc2cccc3ccccc23)nc1	10	5	19	1	-1	-13	22	9
COc1ccc2[nH]c3c(c2c1)CCN1C(=O)C(CC(=O)NC(C)(C)C)C[C@H](C(=O)N2CCCCC2)[C@@]31CCc1ccccc1 (stereo partly specified)	17	7	.	9	.	25	.	10
Cc1cccc(NC(=O)C2=C(O)c3ccccc3N(C)S2(=O)=O)c1	-11	-1	17	-4	2	5	11	-11
CC[C@@H]1C(c2ccc(F)cc2)=NN(c2ccccc2)[C@H]1C(=O)N1CCOC1=O	9	-1	.	-5	.	-2	.	13
O=C(Nc1ccc2c(c1)OCCO2)c1ccc2nccnc2c1	-8	4	7	-17	0	-108	-81	-111
COc1ccc2c(c1)CN(C)S(=O)(=O)c1ccccc1-2	34	-4	.	-5	.	-3	.	8
CCOC(=O)c1c(C)sc(Sc2ccc(Cl)cc2[N+](=O)[O-])c1OC	19	10	-11	10	-3	4	-5	-19
COC(=O)C(NC(=O)c1ccc(Cl)cc1)(Nc1nc(C)cs1)C(F)(F)F (stereo unspecified)	6	-13	6	-4	1	-1	-2	2
CCOc1cccc(NC(=O)c2ccc(S(=O)(=O)N(C)C)cc2)c1	12	-5	2	46*	-2	2	-12	5
Cc1ccn2cc(CCNS(=O)(=O)c3ccc(F)c(C(F)(F)F)c3)nc2c1	9	4	-10	-5	9	-12	0	4
Cc1cc(Cn2nc(-c3ccccc3)cc2C(=O)NCc2cccc(Br)c2)on1	-1	-2	1	-16	4	44	18	6
Cc1oc(S(=O)(=O)N2CCOCC2)cc1C(=O)Nc1ccc(Cl)cc1	8	0	14	7	3	13	18	-8
Cc1ccc(C(=O)Nc2cccc3ncccc23)cc1[N+](=O)[O-]	3	-3	2	-7	1	-2	14	12
CCOC(=O)Cn1cnc2scc(-c3ccc(C)c(C)c3)c2c1=O	22	2	-7	5	8	0	4	-5
O=C(COC(=O)c1cncc(Br)c1)NCc1cccs1	-2	-10	-10	-5	6	-11	21	14
O=C(CCc1ccncc1)N1CCCC(Nc2ccc(F)c(F)c2)C1 (stereo unspecified)	-9	5	13	6	1	2	6	12
S=c1[nH]nc(-c2ccccc2)n1/N=C/C=C/c1ccco1	20	2	7	-11	0	-8	3	11
Nc1nc(SCC(=O)NC2CCCCC2)n[nH]1	-4	1	4	7	8	5	0	18
S=C(/N=c1/sccn1Cc1ccccc1)NC1CC1	4	11	9	-1	22	38	-2	-14
COc1cccc(OCc2cc(C(=O)NCC3CCCCC3)no2)c1	11	13	-3	0	4	4	-15	-28
COc1ccc(CC(=O)Nc2ccccc2-c2ccccc2)cc1OC	1	-5	-11	7	1	12	4	-25
Cn1nnc2cc(C(=O)NCc3ccco3)ccc21	-11	4	14	-1	6	-5	-4	-10
CCn1cc(C(=O)O)c(=O)c2cc(OC)ccc21	-6	-5	8	1	1	4	-14	2
Cc1onc(-c2c(Cl)cccc2Cl)c1C(=O)N1CCc2ccccc2C1	25	4	14	8	5	-4	10	2
O=C(Nc1cccc2cccnc12)c1ccccc1Br	14	2	15	10	5	-12	-10	16
CC1(C)CC(=O)C=C(Nc2cccc(Cl)c2Cl)C1	3	-1	19	13	-6	8	15	-44
CSc1ccccc1C(=O)Nc1nccs1	5	-2	-2	-14	-3	4	-1	-15
CCOC(=O)c1cnc2ncnn2c1N	-10	-4	10	3	4	-3	5	17
CCCCNC(=O)CNC(=O)c1nn(-c2ccc(OC)cc2OC)c(=O)c2ccccc12	2	2	-17	6	-2	8	-8	5
CCOC(=O)C1(CC2CC2)CCN(C(=O)c2cccnc2C)CC1	13	7	19	6	0	1	8	10
CC(C)N(C(=O)[C@H]1C[C@H](CC(=O)NCC23CC4CC(CC(C4)C2)C3)C(=O)N2CCc3c([nH]c4cc(CCC(=O)N(C)C)ccc34)[C@]12C)C(C)C	21	14	.	18	.	19	.	15
COC(=O)CCc1cccc(CCC(=O)OC)c1	2	-4	19	-16	-1	-6	7	20
O=C(CN1CCc2ccccc2C1)Nc1ccccc1C(=O)NC1CC1	8	-10	1	5	-1	-3	3	3
Cn1c(SCC(=O)N2CCN(c3ccccc3)CC2)nnc1-c1c[nH]c2ccccc12	6	3	6	-2	12	-3	13	6
COC(=O)c1ccccc1NC(=O)c1c(O)c2c([nH]c1=O)CCCC2	-8	-4	0	-2	6	-8	-10	-9
COc1cc(/C=N/NC(=O)c2nnn(-c3nonc3N)c2-c2cccs2)ccc1O	1	-4	13	-1	-11	9	8	-16

Profiles from above.
Shown for Cc1ccn2cc(CCNS(=O)(=O)c3ccc(F)c(C(F)(F)F)c3)nc2c1 : CCR6 antagonist: 9; CXCR6 inh: 4; APJ antagonist: -10; EBI2 antag: -5; UBC13 polyUb: 9; Gli-Sufu antag: -12; Jurkat NFkB inh: 0; 697 NFkB inh: 4
Shown for O=c1[nH]cnc2cc(Cl)ccc12 : CCR6 antagonist: -6; CXCR6 inh: -3; APJ antagonist: 7; EBI2 antag: 4; UBC13 polyUb: -3; Gli-Sufu antag: 6; Jurkat NFkB inh: -17; 697 NFkB inh: -2

Carrying on:
SMILES	CCR6 antagonist	CXCR6 inh	APJ antagonist	EBI2 antag	UBC13 polyUb	Gli-Sufu antag	Jurkat NFkB inh	697 NFkB inh
COc1ccc(-n2cnnc2SCc2cnc(-c3ccccc3)s2)cc1	3	-3	-2	7	5	9	6	-11
CCOc1ccccc1NC(=O)C(=O)NCCC1=CCCCC1	14	-7	2	7	2	-1	4	-9
CCNc1nc(NCC)nc(N/N=C/c2ccc(O)c(O)c2)n1	6	-12	-6	-2	-1	7	3	-12
COC(=O)c1ccc(NS(=O)(=O)c2cc(C)ccc2OC)cc1	13	-8	-3	-2	12	-35	0	-7
CC(=O)NCCCc1nc2ccccc2n1Cc1cc(C)ccc1C	12	1	-4	0	-15	6	2	-12
COc1cc2c(cc1OC)CN(c1ccc([N+](=O)[O-])cc1Cl)CC2	15	8	10	18	7	3	14	12
Cc1ccc(C(=O)NCCc2cccc(Cl)c2)cc1[N+](=O)[O-]	15	10	-2	-2	14	-26	-16	-29
CC(C)Oc1ccc(C2CNC(=O)C2)cc1 (stereo unspecified)	-1	1	2	-6	3	10	-4	11
CCCNC(=O)c1ccc(N2CCC3(CC2)CC(c2ccccc2)=NO3)c(NC(=O)c2cccc(OC)c2)c1	12	12	8	21	-12	21	-11	-5
O=C(Nc1ccc(Cl)cc1)[C@@H]1[C@@H]2C(=O)N(c3cccc(F)c3)C(=O)[C@@H]2[C@H]2C=CC=NN21	24	1	13	-3	-3	5	4	15
COCN(C#N)c1nc(OC)nc(OC)n1	-5	1	-9	-1	3	-2	13	5
Cc1nonc1NC(=O)CSc1nc2ccccc2o1	6	10	9	5	8	-6	-1	4
COc1cccc(-c2nn(-c3ccccc3)cc2C(=O)Nc2nccs2)c1	-16	-5	-13	-13	14	-1	1	0
COCCN1Cc2cccc(C(=O)Nc3cccc(-c4nc5ccccc5[nH]4)c3)c2C1=O	-9	-2	10	-38	4	8	8	-24
CCOc1ccccc1/C=C(\C#N)C(=O)Nc1cccc(C(=O)O)c1	10	-6	-13	2	-13	5	-10	6
O=C(c1ccco1)N1CCN(S(=O)(=O)c2cccc(Cl)c2)CC1	17	-7	12	-14	6	-3	20	-5
CCCN(CCC)CC(O)CN(c1cc([N+](=O)[O-])ccc1OC)S(=O)(=O)c1ccccc1 (stereo unspecified)	22	5	15	6	0	34	4	1
Cc1cccc(C(=O)NNC(=O)C2CCCO2)c1 (stereo unspecified)	1	-2	-25	-5	5	0	-3	-24
CC(Sc1nnc(CN2CCCC2)n1Cc1ccccc1)C(=O)Nc1ccc(F)cc1Cl (stereo unspecified)	10	4	.	12	.	16	.	.
CCOC(=O)CN1C(=O)N[C@@H](c2cccc(F)c2)C(C(=O)OC)=C1C	11	-6	19	-2	6	6	15	8
COc1ccc(S(=O)(=O)N2CCOCC2)cc1NC(=O)CSc1nc(C)c(C)c(C)n1	12	1	-4	-2	21	0	18	4
COCCOc1ccc(C(F)(F)F)cc1N	-5	4	-11	11	3	-4	-3	-2
O=C(CCSc1ccc(Cl)cc1)NC1CCCCC1	4	11	-2	29	1	-10	-11	-2
CN(CC(=O)Nc1cccc(F)c1)CC(=O)N(C)c1c(N)n(Cc2ccccc2)c(=O)[nH]c1=O	22	-1	9	-8	0	7	-11	6
Cc1ccc(C)c(N2N=C(C(=O)OCc3nnc(-c4cccs4)o3)CCC2=O)c1	8	-5	-2	-7	1	-9	-4	4
Cc1ccc(S(=O)(=O)NCCN2CCN(S(=O)(=O)c3ccccc3Cl)CC2)cc1	18	4	-20	-1	-5	3	15	20
COc1ccc(-c2nn(C)c(=O)c3ccccc23)cc1CNS(C)(=O)=O	9	1	34	6	1	0	-1	29
CCCCn1c(N)c(N(Cc2ccccc2OC)C(=O)C(C)Oc2ccc(Cl)cc2)c(=O)[nH]c1=O (stereo unspecified)	9	0	-8	5	-5	3	12	-12
COc1ccccc1NC(=O)Cn1nnc(-c2ccccc2NC(=O)c2cccs2)n1	1	10	-12	6	2	-4	2	9
COc1ccc(-c2nc3c(=O)n(C)c(=O)[nH]c3n2CCc2ccccc2)cc1	13	-12	9	-8	1	-6	12	-6
COC(c1ccccc1)c1nnc(CCC(=O)NC2C3CC4CC(C3)CC2C4)o1 (stereo unspecified)	3	-4	-13	0	-2	-4	0	7
CCOc1ccc(S(=O)(=O)Nc2ccn(C)n2)cc1	14	-9	-2	1	14	5	6	10
CCCCN(C(=O)CC1CCCC1)c1c(N)n(CC(C)C)c(=O)[nH]c1=O	11	7	-4	2	-4	-12	6	-11
CCc1nc2nc(C)cc(Nc3cccc(C(F)(F)F)c3)n2n1	12	0	11	-8	4	9	15	19
COc1ccc(C(=O)Nc2ccc(CN3CCOCC3)cc2)cc1Br	7	0	-9	-7	2	.	-18	2
NC(=O)C1CCN(c2c([N+](=O)[O-])cc(C(F)(F)F)cc2[N+](=O)[O-])CC1	4	-1	-7	-8	-9	1	-10	1
c1ccc(-n2c(Sc3cnccn3)nnc2-c2cccs2)cc1	14	4	9	6	3	7	-5	-3
O=C(CSc1nnnn1-c1ccc(F)cc1F)Nc1ccccc1F	-1	-6	-7	-3	-2	13	-8	-14

Structures above shown as hits in APJ antagonist:
Structure | CCR6 antagonist | CXCR6 inh | APJ antagonist | EBI2 antag | UBC13 polyUb | Jurkat NFkB inh | 697 NFkB inh
O=C(Nc1nnc(SCc2ccc(F)cc2)s1)c1cnccn1 | 20 | 2 | 49* | -7 | -7 | -5 | -24

Three compounds already listed, ordered by SMILES length, largest number first:
SMILES	CCR6 antagonist	CXCR6 inh	APJ antagonist	EBI2 antag	UBC13 polyUb	Gli-Sufu antag	Jurkat NFkB inh	697 NFkB inh
COC(c1ccccc1)c1nnc(CCC(=O)NC2C3CC4CC(C3)CC2C4)o1 (stereo unspecified)	3	-4	-13	0	-2	-4	0	7
CCc1nc2nc(C)cc(Nc3cccc(C(F)(F)F)c3)n2n1	12	0	11	-8	4	9	15	19
CCOc1ccc(S(=O)(=O)Nc2ccn(C)n2)cc1	14	-9	-2	1	14	5	6	10
